PV pol inh: poliovirus RdRp elongation inhibitors, primary screen, biochemical, fluorescence polarization, total intensity; Genome polyprotein (Poliovirus type 1 (strain Mahoney)), P03300; poliovirus polymerase elongation; active compounds read low; % elongation, % (compound at 16.7 µg/mL); 0.66% of 150,000 active; AID 588519, 2011; in the data active = % elongation below about 90%; note: some results filed as inactive read as strong as hits
Target sequence (P03300 1749-2209 limits assumed): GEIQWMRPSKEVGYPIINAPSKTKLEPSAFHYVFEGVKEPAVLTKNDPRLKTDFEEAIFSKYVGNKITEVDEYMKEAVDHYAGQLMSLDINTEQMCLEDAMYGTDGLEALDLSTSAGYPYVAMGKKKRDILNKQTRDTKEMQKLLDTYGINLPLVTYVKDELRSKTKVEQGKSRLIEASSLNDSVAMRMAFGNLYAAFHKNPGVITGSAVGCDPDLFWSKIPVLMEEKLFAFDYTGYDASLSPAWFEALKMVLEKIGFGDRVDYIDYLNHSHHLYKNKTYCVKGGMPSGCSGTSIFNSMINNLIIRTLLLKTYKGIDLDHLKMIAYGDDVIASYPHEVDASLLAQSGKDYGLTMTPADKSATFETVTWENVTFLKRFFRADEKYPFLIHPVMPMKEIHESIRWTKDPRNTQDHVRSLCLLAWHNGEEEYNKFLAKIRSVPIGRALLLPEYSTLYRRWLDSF
PV pol inh FP z-score: further read-out of PV pol inh, marked with its call; z-score; measured here: FP z-score; hits read low
* = called active by the depositor. Not all compounds are listed; the hit share may differ from the screen's.

1. COc1cc(N2C(=O)c3ccccc3C2=O)nc(OC)n1
2. CCCCn1c(CCCNC(=O)C(C)C)nc2ccccc21
3. CC(C)CCn1c(CNC(=O)c2ccccc2)nc2ccccc21
4. CCCCCOc1ccc(C2c3c(oc4ccccc4c3=O)C(=O)N2c2nc(C)c(C)s2)cc1OCC (configuration not stated)
5. COC(=O)CC1Oc2ccccc2N(Cc2ccc(C)cc2)C1=O (configuration not stated)
compound no.,1,2,3,4,5
PV pol inh,101.0,103.0,103.0,101.0,101.0
PV pol inh FP z-score,-0.3,0,-0.3,-0.5,-0.2

6. COC(=O)c1c(NC(=O)CCCOc2cccc(C)c2)sc2c1CCC(C)C2 (configuration not stated)
7. Cn1nc(C(F)(F)F)c2cc(C(=O)O)sc21
8. COc1cccc(N2CCN(C(=O)Cc3n[nH]c(=O)c4ccccc34)CC2)c1
9. Cc1csc2sc(C(=O)Oc3ccc(Cl)cc3)c(C)c12
10. C=CCn1c(-c2cc(OC)c(OC)c(OC)c2)nc2ccccc21
compound no.,6,7,8,9,10
PV pol inh,104.0,98.0,95.0,101.0,102.0
PV pol inh FP z-score,0,-0.8,-0.6,-1,0.1

11. C=C1SC(Nc2cccc(Cl)c2)=NC1(C)C
12. COc1cc2c(cc1OC)C1=C(C#N)CN(c3ccc(C)c(C)c3)CN1CC2
13. CCCN(C(=O)Cc1noc2ccc(C)cc12)c1ccc(Cl)c(Cl)c1
14. COc1ccc(-c2nc3c(c(SCc4cc(C)ccc4C)n2)Cc2c(CO)cnc(C)c2O3)cc1
15. CCOc1cccc2sc(N(Cc3cccnc3)C(=O)C3CCCCC3)nc12
compound no.,11,12,13,14,15
PV pol inh,105.0,102.0,101.0,108.0,114.0
PV pol inh FP z-score,0.9,0.2,-0.3,0.2,1.5

16. Cn1cc(C(=O)OCc2ccc(C#N)cc2)c2ccccc21
17. Cc1ccc(N=Cc2ccc[nH]2)c(Br)c1
18. CC(C)C(=O)Nc1c(O)c2ccccc2[nH]c1=O
19. O=c1cc(CO)oc(C(=Nc2ccc(Cl)cc2)c2ccncc2)c1O
20. Cc1cc(N2CCN(C)CC2)nc2ccc(NC(=S)N3CCC(C)CC3)cc12
compound no.,16,17,18,19,20
PV pol inh,107.0,102.0,109.0,120.0,98.0
PV pol inh FP z-score,0.6,0.3,0.5,2.2,-0.2

21. COC(=O)c1[nH]n(-c2c(C)cccc2Cl)c(=O)c1N=O
22. CN(c1ccc(Cl)cc1)S(=O)(=O)c1nnc(NC(=O)C2CCCCC2)s1
23. COC(=O)c1c(NC(=O)c2c(-c3ccccc3Cl)noc2C)sc2c1CCCC2
24. CCn1cc(C(=O)NCc2ccc(C)cc2)c(=O)c2cc(S(=O)(=O)N(C)C)ccc21
25. Cn1c(=O)[nH]c(=O)c2[nH]c(SCC(=O)O)nc21
compound no.,21,22,23,24,25
PV pol inh,103.0,104.0,97.0,101.0,102.0
PV pol inh FP z-score,-0.1,-0.4,-1.3,0,0.1

26. Cc1ccc(-c2nn(-c3ccccc3)cc2/C=C2/CN(C)C/C(=C/c3cn(-c4ccccc4)nc3-c3ccc(C)o3)C2=O)o1
27. NC(=O)C1CCN(c2nc(-c3cccc(Cl)c3)c3c(n2)-c2ccccc2OC3)CC1
28. O=C(OCC(=O)N1CCCC1=O)c1ccc(S(=O)(=O)NCc2ccco2)cc1
29. O=c1[nH]c(CN2CCCC2c2ccc3c(c2)OCCO3)nc2cc(Cl)ccc12 (configuration not stated)
30. CCOC(=O)C(C)n1cnc2c(nnn2Cc2ccc(C)cc2)c1=O (configuration not stated)
compound no.,26,27,28,29,30
PV pol inh,115.0,103.0,105.0,102.0,101.0
PV pol inh FP z-score,1.3,0,0,0,-0.1

31. Cc1occc1-c1nnc(SCC(=O)N(CC(C)C)c2c(N)n(CC(C)C)c(=O)[nH]c2=O)n1C
32. Cc1ccc2nc(COC(=O)CN3C(=O)C4CC=CCC4C3=O)cc(=O)n2c1 (configuration not stated)
33. Cn1c(-c2ccco2)n[nH]c1=S
34. CCOc1ccc(N2C(=O)CC(/C=C3/N(C)c4ccccc4C3(C)C)C2=O)cc1 (configuration not stated)
35. Cc1cccc(Cn2cc(C(=O)Nc3cc(F)ccc3F)ccc2=O)c1
compound no.,31,32,33,34,35
PV pol inh,106.0,102.0,100.0,102.0,111.0
PV pol inh FP z-score,0.4,0.1,-0.3,1,0.9

36. Cc1ccc(CCNC(=O)c2ccc3c(c2)N(Cc2ccccc2F)C(=O)c2ccccc2S3=O)cc1 (configuration not stated)
37. CC1=C(C(=O)Nc2ccccc2)C(c2ccc(Br)cc2)n2nc(CCCO)nc2N1 (configuration not stated)
38. Cn1cc(C(=O)c2ccccc2)c2ccccc21
39. c1cc2c(cc1CN1CCNCC1)OCCO2
40. CCN(Cc1ccccc1)c1nc2c(S(=O)(=O)c3ccccc3)nnn2c2ccc(Cl)cc12
compound no.,36,37,38,39,40
PV pol inh,112.0,105.0,102.0,103.0,105.0
PV pol inh FP z-score,0.9,0.1,0,-0.1,0.2

41. Oc1ccc(CN2CCc3ccccc3C2)c2cccnc12
42. CS(=O)(=O)c1ccccc1C(=O)Nc1nnc(-c2ccc(Cl)cc2)o1
43. Cc1ccc2oc(=O)c(C(=O)CC3CCCC3)c(O)c2c1
44. CC(Sc1nnc(-c2ccccc2Br)o1)C(=O)NC1CC1 (configuration not stated)
45. Cc1ccnc(SCc2cc(=O)c(OC(=O)c3ccc4c(c3)OCO4)co2)n1
compound no.,41,42,43,44,45
PV pol inh,113.0,104.0,103.0,99.0,102.0
PV pol inh FP z-score,1.1,0.5,0.5,-0.2,0

Filtered by structure: those above with a COOH group (2)
7. Cn1nc(C(F)(F)F)c2cc(C(=O)O)sc21
25. Cn1c(=O)[nH]c(=O)c2[nH]c(SCC(=O)O)nc21
compound no.,7,25
PV pol inh,98.0,102.0
PV pol inh FP z-score,-0.8,0.1

Remaining list, next part
46. O=C(CNC(=S)N(Cc1ccccc1)Cc1cccs1)NC1CCCCC1
47. OC(c1ccccc1)c1nnc(SCc2ccc(Br)cc2)n1-c1ccccc1 (configuration not stated)
48. Cc1ccc(C(=O)C(C)OC(=O)C2=COCCO2)cc1C (configuration not stated)
49. COc1cc(C2/C(=C(\O)c3ccc(F)cc3)C(=O)C(=O)N2Cc2cccnc2)ccc1O (configuration not stated)
50. COC(=O)N/N=C/c1c(C)nn(-c2cccc(Cl)c2)c1Cl
compound no.,46,47,48,49,50
PV pol inh,99.0,107.0,90.0*,103.0,100.0
PV pol inh FP z-score,-1,0.5,-1.4*,0.3,-0.7

51. CCOc1ccc(NC(=O)Cn2cc(S(=O)(=O)N3CCN(c4ccccc4F)CC3)c3ccccc3c2=O)cc1
52. COc1ccccc1-c1nnc(C2CCN(S(=O)(=O)c3ccc(F)c(C)c3)CC2)o1
53. CCOc1ccccc1C(=O)N1CCC(c2nc3ccccc3o2)CC1
54. CCOC(=O)C1CCCCN1Cc1ccc(CC)cc1 (configuration not stated)
55. O=C(O)CCC(=O)N(c1ccccc1)c1ccccc1
compound no.,51,52,53,54,55
PV pol inh,114.0,105.0,99.0,103.0,100.0
PV pol inh FP z-score,1.6,0.1,-0.4,0.5,-0.2

56. CC(=O)OC[C@H]1O[C@@H](NC(N)=O)[C@H](OC(C)=O)[C@@H](OC(C)=O)[C@@H]1OC(C)=O
57. N=c1n(CCOc2ccccc2)c2ccccc2n1Cc1ccccc1
58. COc1cc(C(=O)NCc2ccc3c(c2)CCN3C(=O)c2ccncc2)cc(OC)c1OC
59. CC1CCc2c(sc3ncn(CC(=O)N4CCCC4)c(=O)c23)C1 (configuration not stated)
60. O=C(CC(c1cccs1)N1Cc2ccccc2C1=O)Nc1ccc(F)c(F)c1 (configuration not stated)
compound no.,56,57,58,59,60
PV pol inh,103.0,102.0,99.0,104.0,106.0
PV pol inh FP z-score,0,0.1,-1.8,1.1,0.6

61. Cc1cc(C)nc(NS(=O)(=O)c2ccc(NC(=O)c3nc(SC(C)C)ncc3Cl)cc2)n1
62. CC(CBr)(NS(=O)(=O)c1ccccc1)c1ccccc1 (configuration not stated)
63. COc1ccc(NC(=O)c2sc3nc4c(cc3c2N)CN(C(C)C)CC4)c(OC)c1
64. CCN(CC)C(=O)/C(C#N)=C/c1ccc(-c2ccc(Cl)cc2)o1
65. CC(C)N=C(Nc1ccnn1C(C)C)c1ccccc1
compound no.,61,62,63,64,65
PV pol inh,104.0,104.0,109.0,102.0,103.0
PV pol inh FP z-score,-0.5,1.1,0.6,0.1,0.2

66. O=C(Cn1cnc2onc(-c3ccc(Cl)cc3)c2c1=O)NCCC1=CCCCC1
67. COC(=O)C1C(c2ccccc2)NC(c2ccccc2)C(C(=O)OC)S1(=O)=O (configuration not stated)
68. O=C(CSc1ncnc2c1nnn2Cc1ccc(F)cc1)N1CCc2ccccc21
69. O=C(CSc1nc2ccccc2s1)N=C1NC(=O)CS1
70. COc1ccccc1NC(=O)Cn1nnc(C(=O)NCc2ccc3c(c2)OCO3)c1N
compound no.,66,67,68,69,70
PV pol inh,101.0,102.0,100.0,100.0,108.0
PV pol inh FP z-score,-0.1,-0.1,0,0,-0.2

71. CCCCOc1ccc(Cn2c(=O)oc3ccccc32)cc1
72. CCCN(CCC)C(=O)c1cc(OC)cc(OC)c1
73. COc1ccc(-c2noc(CC(=O)N(C)c3cc(Cl)c(OC)cc3OC)n2)cc1
74. O=C(CCn1c(=O)oc2ccccc21)OCc1cc(=O)n2cc(Br)ccc2n1
75. CC(=O)Nc1c(C)nn(-c2ccccc2)c1N1CCC(C(=O)Nc2cc(Cl)ccc2C)CC1
compound no.,71,72,73,74,75
PV pol inh,107.0,103.0,106.0,106.0,102.0
PV pol inh FP z-score,0.1,-0.2,0,0.7,-1.2

76. Cc1cc(C)cc(N(CC(=O)NCc2ccccc2Cl)S(=O)(=O)c2c(C)[nH]c(=O)[nH]c2=O)c1
77. CC1Cc2cc(S(=O)(=O)NCc3ccc(N(C)C)cc3)ccc2N1C(=O)C1CCC1 (configuration not stated)
78. Cc1cccc(NC(=O)CSc2nc3c([nH]c4ccccc43)c(=O)n2C)c1
79. Cc1cccc(NC(=O)Nc2c(O)c3ccccc3oc2=O)c1C
80. CC1CN(Cn2nc(-c3ccc(Br)o3)n(Cc3ccccc3)c2=S)CC(C)O1 (configuration not stated)
compound no.,76,77,78,79,80
PV pol inh,107.0,102.0,102.0,99.0,100.0
PV pol inh FP z-score,0.6,-0.8,-1.3,-0.6,-0.6

81. O=C(CCNC(=O)c1ccco1)NC1CCCc2ccccc21 (configuration not stated)
82. CCc1cccc(C)c1NC(=O)CSc1n[nH]c(-c2ccccc2)n1
83. CCCNC(=O)C(C)n1c2ccccc2c2cnn(C)c(=O)c21 (configuration not stated)
84. Cc1ccc(-c2csc(Nc3ccc(C(=O)O)cc3)n2)c(C)c1
85. COc1ccccc1/C=C/c1nc(C#N)c(N2CCN(C)CC2)o1
compound no.,81,82,83,84,85
PV pol inh,101.0,108.0,101.0,90.0*,108.0
PV pol inh FP z-score,-0.3,-0.1,-0.8,-1.6*,-0.1

Sorted by heavy-atom count (highest first): four of the compounds above.
80. CC1CN(Cn2nc(-c3ccc(Br)o3)n(Cc3ccccc3)c2=S)CC(C)O1 (configuration not stated)
82. CCc1cccc(C)c1NC(=O)CSc1n[nH]c(-c2ccccc2)n1
85. COc1ccccc1/C=C/c1nc(C#N)c(N2CCN(C)CC2)o1
84. Cc1ccc(-c2csc(Nc3ccc(C(=O)O)cc3)n2)c(C)c1
compound no.,80,82,85,84
PV pol inh,100.0,108.0,108.0,90.0*
PV pol inh FP z-score,-0.6,-0.1,-0.1,-1.6*

(further entries)
86. Cc1ccc(-n2ncc3c(Nc4ccccc4)ncnc32)cc1
87. Cc1sc(-n2c(C)cc(C=C3C(=O)NC(=S)NC3=O)c2C)c(C#N)c1C
88. CCCCSc1nnc2c(=O)[nH]c(=O)[nH]c2n1
89. O=C(Cn1c(-c2ccccn2)nc2ccccc21)NCCCn1ccnc1
90. CN(C)C(=S)SCC(=O)Nc1ccc(F)cc1
compound no.,86,87,88,89,90
PV pol inh,101.0,98.0,102.0,100.0,103.0
PV pol inh FP z-score,-0.1,-0.4,0.1,-0.1,0.3

91. COc1ccc(-c2noc(C3CCN(C(=O)OC(C)(C)C)CC3)c2C(=O)O)cc1
92. Cc1csc(SCC(=O)Nc2ccc(S(N)(=O)=O)cc2)n1
93. Cc1ccccc1CN1C(=O)CN=C(c2ccccc2)c2cc(Cl)ccc21
94. Cc1ccc(C(=O)COC(=O)CCc2nc3ccccc3[nH]c2=O)cc1C
95. Cc1ccccc1-n1cc(-c2ccccc2)nc1SCC(=O)Nc1ccc(F)cc1
96. O=C(c1ccc2c(c1)N(Cc1ccccc1)C(=O)c1ccccc1S2=O)N1CCC(Cc2ccccc2)CC1 (configuration not stated)
97. COc1ccc(CC(=O)OC2CCCN(C)C2)cc1 (configuration not stated)
98. CCNc1c(NC(=O)c2cc(OC)c(OC)c(OC)c2)c(=O)oc2ccccc12
compound no.,91,92,93,94,95,96,97,98
PV pol inh,99.0,104.0,105.0,101.0,107.0,107.0,102.0,103.0
PV pol inh FP z-score,-0.5,0.2,-0.2,0.1,-0.1,0.2,0.1,0.8

Screening data as filed in PubChem BioAssay.
